From PubChem BioAssay
ELG1 genotox = genotoxicity induction in ELG1-luciferase HEK293T cells | HEK293T ELG1-luciferase reporter, luminescence, 16 h | Potency, µM (titrated, usually from 46 µM), without a hit: top-dose activity change, positive = activation, hits mostly activators | 1.3% of 330,000 active | AID 504466; note: % of control where 0% means no effect; nearly all actives have a fitted effect of over 60% in size
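16 hr compound incubation (37 °C, 5% CO2) of HEK293T cells carrying luciferase-tagged ELG1; luciferase then measured by ONE-Glo luminescence after 30 min at RT.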
uPA surface inh = cell surface uPA generation inhibition. cell surface uPA generation assay, qHTS. Potency, µM (doses to about 38.3 µM), without a hit: at the highest dose activity change, negative = inhibition, actives largely listed as inhibitors. 0.31% of 330,000 active. AID 540303; active = well fitted inhibition curve with a large enough effect; inconclusive = small, poorly fitted or top-dose-only effect; inactive = no such curve, though single readings can be large or run the other way; tested in mouse RAW 264.7 cells; note: % is set by controls: 0 for no effect and ±100 for the full control effect; nearly all actives have a fitted effect of over 55% in size
Gal4-VP16 FLuc = Gal4-VP16 reporter inhibition counter-screen. 3.5% of 310,000 active. Drosophila S2 Gal4-VP16 UAS-luciferase, luminescence, 20 h. Potency, µM (series often up to 53.6 µM), inactives show top-dose activity, negative = inhibition, hits mostly inhibitors. AID 2546;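 note: Gal4-VP16 expression switched on by copper sulfate through the metallothionein promoter; % is set by controls: 0 for no effect and ±100 for the full control effect; nearly all actives have a fitted effect of over 50% in size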
FLuc counter = counter-screen for miR-21 project: firefly luciferase inhibitors or activators; P08659; purified FLuc, Km substrates, luminescence inhibition; Potency, µM (titrated, usually from 57.5 µM), without a hit: at the highest dose activity change, negative = inhibition, most hits filed as inhibitors; 6.9% of 360,000 active;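 note: plate controls were vehicle for no effect and reference inhibitor for full effect; nearly all actives have a fitted effect of over 55% in size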
Target sequence (P08659 whole entry, looked up): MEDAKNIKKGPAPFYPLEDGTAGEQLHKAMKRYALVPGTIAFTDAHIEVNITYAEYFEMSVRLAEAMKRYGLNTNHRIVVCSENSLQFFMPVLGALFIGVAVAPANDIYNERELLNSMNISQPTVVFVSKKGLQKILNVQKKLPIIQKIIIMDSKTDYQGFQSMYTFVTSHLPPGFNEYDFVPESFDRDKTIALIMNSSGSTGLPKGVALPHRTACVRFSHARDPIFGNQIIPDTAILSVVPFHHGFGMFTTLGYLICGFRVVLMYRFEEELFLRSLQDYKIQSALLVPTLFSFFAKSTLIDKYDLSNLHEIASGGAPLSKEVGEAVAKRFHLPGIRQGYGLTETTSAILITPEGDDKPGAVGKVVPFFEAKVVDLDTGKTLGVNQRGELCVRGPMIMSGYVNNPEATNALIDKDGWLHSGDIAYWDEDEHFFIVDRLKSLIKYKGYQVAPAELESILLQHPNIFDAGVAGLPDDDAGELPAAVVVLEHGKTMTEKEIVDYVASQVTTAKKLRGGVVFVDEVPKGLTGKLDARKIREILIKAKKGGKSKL
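Purified P. pyralis luciferase (10nM final) with 10uM D-luciferin and 10uM ATP (Km levels) in 50mM Tris acetate pH 7.5, 10mM Mg acetate, 0.01% Tween-20, 0.05% BSA; qHTS 6-point titration, ~60 µM downward; luminescence read.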
RORgamma inh = inhibitors of mouse ROR gamma transcriptional activity. 5.4% of 310,000 active. Potency, µM (highest dose often 53.6 µM), for inactives: at the highest dose activity change, negative = inhibition, hits mostly inhibitors. AID 2551. Drosophila S2 Gal4-RORgamma UAS-luciferase reporter, 20 h; note: % is set by controls: 0 for no effect and ±100 for the full control effect; nearly all actives have a fitted effect of over 60% in size
Target sequence (P51450 whole entry, looked up, the tested form may be a part): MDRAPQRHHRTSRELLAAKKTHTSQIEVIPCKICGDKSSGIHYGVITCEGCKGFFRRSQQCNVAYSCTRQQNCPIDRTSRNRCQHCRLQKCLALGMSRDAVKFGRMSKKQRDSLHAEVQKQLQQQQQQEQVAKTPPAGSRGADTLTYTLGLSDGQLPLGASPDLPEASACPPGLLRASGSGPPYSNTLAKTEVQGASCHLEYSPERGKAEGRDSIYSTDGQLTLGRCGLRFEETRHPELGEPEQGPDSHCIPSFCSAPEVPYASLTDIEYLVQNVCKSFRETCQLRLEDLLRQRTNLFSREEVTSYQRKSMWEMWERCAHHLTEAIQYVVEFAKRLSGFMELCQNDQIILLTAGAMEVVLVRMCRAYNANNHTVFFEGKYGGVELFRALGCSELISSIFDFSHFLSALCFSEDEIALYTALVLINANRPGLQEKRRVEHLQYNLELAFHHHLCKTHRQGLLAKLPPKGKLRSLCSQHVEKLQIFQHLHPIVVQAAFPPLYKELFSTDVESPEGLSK
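Using a luciferase readout, inhibitors were identified by reduced reporter activity in Drosophila cells coexpressing a copper-inducible Gal4–ROR gamma fusion and UAS-driven Photinus luciferase, incubated 20 hr after 700 uM copper sulfate.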
MBNL1-CUG inh = blocks human MBNL1 binding to CUG repeat RNA. Potency, µM (doses to about 57.5 µM), without a hit: at the highest dose activity change, negative = inhibition, usual class: inhibitors. 0.036% of 280,000 active. TR-FRET MBNL1-His/biotin-(CUG)12 binding, 665/545 ratio. Q9NR56; active = well fitted inhibition curve with a large enough effect in the signal ratio, with a control signal flat, not every such curve was filed as active; inconclusive = small, poorly fitted or top-dose-only effect, or effect the other way, or a change in a side signal; inactive = no such curve, though single readings can be large or run the other way; the % refers to the signal ratio; note: % is set by controls: 0 for no effect and ±100 for the full control effect
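His-tagged MBNL1 binding to biotinylated (CUG)12 RNA was measured by TR-FRET using terbium anti-His antibody (0.055 ng/ul final) and streptavidin-XL665 (5 nM final). Compounds were titrated 92 nM to 58 uM; 60 min at room temperature.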
BRCA1 expr act = BRCA1 expression activation; Potency, µM (highest dose often 46.1 µM), inactives show top-dose activation, actives largely listed as activators; 1.1% of 380,000 active; MCF7-BRCA1-FFLuc reporter, luminescence, 48 h; response scale: scaled: vehicle 0%, 10 µM genistein 100%; AID 624202; note: nearly all actives have a fitted effect of over 80% in size; some results filed as inactive show a strong effect at the top dose
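Reporter cells (MCF7, BRCA1 promoter-firefly luciferase) received library compounds across a concentration series for 48 h. End-point luminescence was measured and concentration-effect curves derived after normalization.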
p53 reactivator = mutant p53 re-activation in reporter cells; H1299 p53-A138V BP100-luciferase reporter, luminescence, 24 h; Potency, µM (top dose mostly 92.2 µM), for the others: top-dose activity change, positive = activation, most hits filed as activators; 0.063% of 320,000 active; note: % of control where 0% means no effect; nearly all actives have a fitted effect of over 45% in size
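p53-null H1299 cells stably carrying temperature-sensitive p53-A138V and a BP100-luciferase reporter were pinned with compounds (4-point, 1:5 series) and held 24 hrs at 37 deg C. Luminescence was read 10 min after detection reagent.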
Rab9 prom act = activates the Rab9 promoter; Huh7 Rab9 promoter-luciferase reporter, luminescence, 24 h; Potency, µM (series often up to 9.22 µM), for inactives: at the highest dose activation, negative = inhibition, hits mostly activators; 2.8% of 320,000 active; AID 485297; note: % of control where 0% means no effect; nearly all actives have a fitted effect of over 60% in size
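Rab9 promoter-driven luciferase in stably transfected Huh7 cells; 1500 cells/well rested 2 h, exposed to compound in DMSO for 24 h at 37 °C, 5% CO2. Luminescence read 10 min after adding luciferase reagent at ambient temperature.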
NPC1 promoter act = activators of NPC1 promoter. Huh7 NPC1 promoter luciferase reporter, 24 h. Potency, µM (highest dose often 9.22 µM), without a hit: top-dose activation, usual class: activators. 2.4% of 320,000 active;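 note: % of control where 0% means no effect; nearly all actives have a fitted effect of over 60% in size; reporter is driven by a mutant NPC1 promoter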
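Readout is luciferase luminescence, reflecting NPC1 promoter activation in stably transfected Huh7 cells after 24 h compound exposure at 37 °C in reduced-serum medium with 10% FBS.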
An asterisk follows results filed as active; [ ] = another dose, or the depositor's remark. Unless noted, calls come from the whole dose curve; as a rule, active = well fitted curve in the direction sought with a large enough effect; inconclusive = small, poorly fitted or top-dose-only effect, or another doubt; inactive = no such curve, though single readings can be large; an effect the other way counts as inactive or inconclusive. Potency is the fitted concentration of half-maximal effect. Random draw from the library; any-hit rate near 13%.

How did CC(C)CCn1nnnc1C(c1ccc(F)cc1)N1CCC(C(N)=O)CC1 (stereo unspecified) do in these assays?
ELG1 genotox: 0%; uPA surface inh: 1%; Gal4-VP16 FLuc: 6%; FLuc counter: 5%; RORgamma inh: 14%; MBNL1-CUG inh: -15%; BRCA1 expr act: 6%; p53 reactivator: 3%; Rab9 prom act: -9%; NPC1 promoter act: 17%

Results for COc1ccc(S(=O)(=O)n2nc(C)c(S(=O)(=O)N3CCOCC3)c2C)cc1OC ?
ELG1 genotox: -2%; Gal4-VP16 FLuc: -4%; FLuc counter: 2%; RORgamma inh: 1%; p53 reactivator: 24%; Rab9 prom act: 1%; NPC1 promoter act: 0%

Results for CC(C)c1nnc(NC(=O)COC(=O)/C=C/c2ccc([N+](=O)[O-])cc2)s1 ?
ELG1 genotox: -2%; uPA surface inh: 6%; Gal4-VP16 FLuc: 1%; FLuc counter: 3%; RORgamma inh: 2%; MBNL1-CUG inh: 16%; BRCA1 expr act: 7%; p53 reactivator: -5%; Rab9 prom act: 7%; NPC1 promoter act: -4%

What do the screens show for `CC(C)CC(CC(C)C)=NNC(=O)c1ccc2c(c1)OCO2`?
ELG1 genotox: -9%; uPA surface inh: 3%; Gal4-VP16 FLuc: 5%; FLuc counter: -1%; RORgamma inh: 13µM*; MBNL1-CUG inh: 4%; BRCA1 expr act: -3%; p53 reactivator: -1%; Rab9 prom act: 3%; NPC1 promoter act: -2%

Results for CCCCOc1ccc(C(=O)N/C(=C\c2ccc([N+](=O)[O-])cc2)C(=O)OCc2ccco2)cc1 ?
ELG1 genotox: -1%; uPA surface inh: -11%; Gal4-VP16 FLuc: inconclusive; FLuc counter: 5%; RORgamma inh: -10%; BRCA1 expr act: -8%; p53 reactivator: -5%; Rab9 prom act: 2%; NPC1 promoter act: -5%

How did O=C(Nc1c(C(=O)N2CCC(N3CCCCC3)CC2)oc2ccccc12)c1ccc(F)cc1 do in these assays?
ELG1 genotox: 7%; uPA surface inh: -5%; Gal4-VP16 FLuc: 4%; FLuc counter: 1%; RORgamma inh: -27%; MBNL1-CUG inh: -11%; BRCA1 expr act: -6%; p53 reactivator: 12%; Rab9 prom act: -10%; NPC1 promoter act: -5%

What do the screens show for `NC(=O)c1c(NC(=O)CN2CCOCC2)sc2c1CCC2`?
ELG1 genotox: -7%; uPA surface inh: 1%; Gal4-VP16 FLuc: -9%; FLuc counter: -8%; RORgamma inh: 32%; MBNL1-CUG inh: 5%; BRCA1 expr act: 0%; p53 reactivator: 2%; Rab9 prom act: 3%; NPC1 promoter act: 4%

How did Cc1ccc(-n2ncc3c(=O)n(-c4ccc(C)c(C)c4)c(C)nc32)cc1 do in these assays?
ELG1 genotox: -3%; uPA surface inh: -1%; Gal4-VP16 FLuc: inconclusive; FLuc counter: 0%; RORgamma inh: 1%; MBNL1-CUG inh: 0%; BRCA1 expr act: -40%; p53 reactivator: 4%; Rab9 prom act: 0%; NPC1 promoter act: 2%

How did OCCN1CCN(c2nc3ccccc3nc2-c2ccccc2)CC1 do in these assays?
ELG1 genotox: 2%; uPA surface inh: 6%; Gal4-VP16 FLuc: -1%; FLuc counter: 0%; RORgamma inh: 9%; MBNL1-CUG inh: 7%; BRCA1 expr act: -6%; p53 reactivator: -5%; Rab9 prom act: 2%; NPC1 promoter act: -2%

What do the screens show for `CC(C)(C)c1nnc(NC(=O)CCn2cnc3ccccc3c2=O)s1`?
ELG1 genotox: -1%; uPA surface inh: 4%; Gal4-VP16 FLuc: -4%; FLuc counter: -2%; RORgamma inh: inconclusive; MBNL1-CUG inh: -5%; BRCA1 expr act: -8%; p53 reactivator: -2%; Rab9 prom act: -10%; NPC1 promoter act: -1%

Brought forward from above: 2 entries; new compounds follow.
How did OCCN1CCN(c2nc3ccccc3nc2-c2ccccc2)CC1 do in these assays?
ELG1 genotox: 2%; uPA surface inh: 6%; Gal4-VP16 FLuc: -1%; FLuc counter: 0%; RORgamma inh: 9%; MBNL1-CUG inh: 7%; BRCA1 expr act: -6%; p53 reactivator: -5%; Rab9 prom act: 2%; NPC1 promoter act: -2%

What do the screens show for `CC(C)(C)c1nnc(NC(=O)CCn2cnc3ccccc3c2=O)s1`?
ELG1 genotox: -1%; uPA surface inh: 4%; Gal4-VP16 FLuc: -4%; FLuc counter: -2%; RORgamma inh: inconclusive; MBNL1-CUG inh: -5%; BRCA1 expr act: -8%; p53 reactivator: -2%; Rab9 prom act: -10%; NPC1 promoter act: -1%

What do the screens show for `CCOc1ccc2ccccc2c1/C=N/NC(=O)c1ccc(C)nc1`?
ELG1 genotox: 6%; uPA surface inh: 2%; Gal4-VP16 FLuc: 6%; FLuc counter: 4.8µM*; RORgamma inh: -32%; MBNL1-CUG inh: 13%; BRCA1 expr act: 1%; p53 reactivator: 4%; Rab9 prom act: 3%; NPC1 promoter act: 0%

What do the screens show for `CC1CCCCN1CCNC(=O)c1ccc2c(c1)N(Cc1cccc(Cl)c1)C(=O)c1ccccc1S2=O` (stereo unspecified)?
ELG1 genotox: 1%[9.26 µM]; uPA surface inh: -1%; Gal4-VP16 FLuc: 3%; FLuc counter: 3%; RORgamma inh: -12%; MBNL1-CUG inh: 2%; BRCA1 expr act: -9%; p53 reactivator: -11%; Rab9 prom act: 4%; NPC1 promoter act: 1%

How did COC(=O)C1=CN(c2ccc(F)cc2)C=C(C(=O)OC)C1c1cccc([N+](=O)[O-])c1 do in these assays?
ELG1 genotox: -4%; uPA surface inh: 1%; Gal4-VP16 FLuc: 6%; FLuc counter: 4%; RORgamma inh: 27%; MBNL1-CUG inh: 1%; BRCA1 expr act: -36%; p53 reactivator: 10%; Rab9 prom act: -4%; NPC1 promoter act: -2%

Results for Cc1ccc(S(=O)(=O)N2CCN(c3ccccn3)CC2)cc1 ?
ELG1 genotox: -4%; uPA surface inh: 2%; Gal4-VP16 FLuc: 2%; FLuc counter: -1%; RORgamma inh: -1%; MBNL1-CUG inh: -18%; BRCA1 expr act: -14%; p53 reactivator: -1%; Rab9 prom act: -2%; NPC1 promoter act: -1%

What do the screens show for `O=c1cc(-c2ccco2)oc2c1ccc1ccccc12`?
ELG1 genotox: -1%; uPA surface inh: -5%; Gal4-VP16 FLuc: -3%; FLuc counter: -6%; RORgamma inh: 10%; MBNL1-CUG inh: 6%; BRCA1 expr act: -52%; p53 reactivator: 0%; Rab9 prom act: 5%; NPC1 promoter act: 10%

What do the screens show for `CCCC1S/C(=N/N=C/c2cccs2)NC1=O` (stereo unspecified)?
ELG1 genotox: -3%; uPA surface inh: 0%; Gal4-VP16 FLuc: 0.4µM*; FLuc counter: -6%; RORgamma inh: 0.22µM*; MBNL1-CUG inh: -6%; BRCA1 expr act: 13%; p53 reactivator: 3%; Rab9 prom act: 2%; NPC1 promoter act: 1%

What do the screens show for `CCOC(=O)COc1c(OC)cc(Cl)cc1C1NC(=O)NC(C)=C1C(C)=O` (stereo unspecified)?
ELG1 genotox: 0%; Gal4-VP16 FLuc: 3%; FLuc counter: 4%[2.3 µM]; RORgamma inh: 22%; MBNL1-CUG inh: -7%; BRCA1 expr act: 9%; p53 reactivator: 2%; Rab9 prom act: -3%; NPC1 promoter act: 1%

What do the screens show for `Cc1cc(NC(=O)c2ccc(C#N)cc2)n(-c2ccccn2)n1`?
ELG1 genotox: -4%; uPA surface inh: -7%; Gal4-VP16 FLuc: -11%; FLuc counter: -1%; RORgamma inh: 21%; MBNL1-CUG inh: -2%; BRCA1 expr act: -6%; p53 reactivator: 9%; Rab9 prom act: -6%; NPC1 promoter act: -6%

What do the screens show for `Cc1ccc(C)c(NC(=O)N2CCCCCC2)c1`?
ELG1 genotox: 1%; uPA surface inh: -21%; Gal4-VP16 FLuc: -12%; FLuc counter: -4%; RORgamma inh: 5%; MBNL1-CUG inh: -6%; BRCA1 expr act: 24%; p53 reactivator: 20%; Rab9 prom act: 12%; NPC1 promoter act: -7%

How did Cc1ccc([C@H]2C(C(=O)O)=CC[C@@H](c3ccc(Cl)cc3)N2S(=O)(=O)c2ccc(C)cc2)cc1 do in these assays?
ELG1 genotox: -3%; uPA surface inh: -3%; BRCA1 expr act: 16%; p53 reactivator: -10%

Results for C=CCn1ccc(O)c(Cc2ccc(Cl)cc2)c1=O ?
ELG1 genotox: -3%; uPA surface inh: 0%; Gal4-VP16 FLuc: 3%; FLuc counter: -1%; RORgamma inh: 28%; MBNL1-CUG inh: -15%; BRCA1 expr act: -1%; p53 reactivator: 7%; Rab9 prom act: -6%; NPC1 promoter act: -2%

Results for Cc1oc(-c2ccccc2Cl)nc1CS(=O)CC(=O)NCc1ccc(Cl)cc1 (stereo unspecified) ?
ELG1 genotox: -2%; uPA surface inh: -2%; Gal4-VP16 FLuc: 4%; FLuc counter: 2%; RORgamma inh: 8%; MBNL1-CUG inh: -4%; BRCA1 expr act: -1%; p53 reactivator: -8%; Rab9 prom act: -6%; NPC1 promoter act: 1%
